TbMetRS inhib: T. brucei MetRS inhibitors, primary screen, biochemical, luminescence; methionyl-tRNA synthetase (Trypanosoma brucei brucei); purified T. brucei MetRS, ATP depletion, Kinase-Glo luminescence; inhibition, % at 11.9 µM; 360,000 compounds, 0.4% hits; AID 624268, 2012;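 active = inhibition above a per-plate cutoff of the control wells' mean inhibition plus 3 SD, cut at about 5.5% in these data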;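 also: 0% = DMSO wells median and 100% = median of wells with control inhibitor compound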
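Test system: purified T. brucei MetRS enzyme. Also added: ATP, methionine and E. coli bulk tRNA substrates. Compound: 11.9 µM single point. Schedule: 15 min enzyme-compound preincubation, 2 h reaction, 10 min detection, 25 °C. Signal: luciferase luminescence of residual ATP, Kinase-Glo. Evaluation: percent inhibition versus plate control medians. Controls: DMSO wells, low control.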
FAS TE block: FAS thioesterase domain inhibitors, primary screen, biochemical, fluorescence intensity, uHTS; recombinant FAS-TE, OMFH fluorogenic substrate, fluorescence endpoint; inhibition, % at 15 µM; 360,000 compounds, 0.67% hits;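 active = compounds whose normalised, plate-corrected inhibition of enzyme fluorescence in the single-dose primary screen is 50% or more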;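 also: 0% = DMSO with enzyme and 100% = substrate without enzyme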
MT1-MMP act inh: blockers of MT1-MMP proenzyme processing, primary screen, HT1080 RFP-PRO-GFP cells, GFP/RFP fluorescence | Matrix metalloproteinase-14 (Homo sapiens), P50281 | GFP/RFP ratio fluorescence, overnight; percent of plate control window, DMSO zero | GFP/RFP ratio change, % at 20 µM | 360,000 compounds, 0.061% hits | AID 651647, 2012;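 active = GFP/RFP ratio change of at least 30% with cell ATP level not reduced by more than half and red fluorescence within 50% of control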; also: strong numbers were not always called active
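Read-out: GFP/RFP fluorescence ratio; Test system: RFP-PRO-GFP reporter HT1080 cells; Compound dosing: single-point 20 µM compound, 1% DMSO; Times: overnight compound exposure at 37 °C.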
CendR NRP1 mod: modulators of CendR peptide binding to NRP-1, primary screen, biochemical, fluorescence polarization, uHTS. 360,000 compounds, 0.85% hits. Neuropilin-1 (Homo sapiens), O14786. inhibition, % at 25 µM. FAM-RPARPAR peptide binding to NRP-1. AID 602438, 2012;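 active = inhibition or corrected inhibition above about 18%, plus a signal ratio from 0.5 to 1.5, limit read from the data, passing the limit was not always enough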; also: strong numbers were not always called active
Target sequence (O14786 whole entry, looked up): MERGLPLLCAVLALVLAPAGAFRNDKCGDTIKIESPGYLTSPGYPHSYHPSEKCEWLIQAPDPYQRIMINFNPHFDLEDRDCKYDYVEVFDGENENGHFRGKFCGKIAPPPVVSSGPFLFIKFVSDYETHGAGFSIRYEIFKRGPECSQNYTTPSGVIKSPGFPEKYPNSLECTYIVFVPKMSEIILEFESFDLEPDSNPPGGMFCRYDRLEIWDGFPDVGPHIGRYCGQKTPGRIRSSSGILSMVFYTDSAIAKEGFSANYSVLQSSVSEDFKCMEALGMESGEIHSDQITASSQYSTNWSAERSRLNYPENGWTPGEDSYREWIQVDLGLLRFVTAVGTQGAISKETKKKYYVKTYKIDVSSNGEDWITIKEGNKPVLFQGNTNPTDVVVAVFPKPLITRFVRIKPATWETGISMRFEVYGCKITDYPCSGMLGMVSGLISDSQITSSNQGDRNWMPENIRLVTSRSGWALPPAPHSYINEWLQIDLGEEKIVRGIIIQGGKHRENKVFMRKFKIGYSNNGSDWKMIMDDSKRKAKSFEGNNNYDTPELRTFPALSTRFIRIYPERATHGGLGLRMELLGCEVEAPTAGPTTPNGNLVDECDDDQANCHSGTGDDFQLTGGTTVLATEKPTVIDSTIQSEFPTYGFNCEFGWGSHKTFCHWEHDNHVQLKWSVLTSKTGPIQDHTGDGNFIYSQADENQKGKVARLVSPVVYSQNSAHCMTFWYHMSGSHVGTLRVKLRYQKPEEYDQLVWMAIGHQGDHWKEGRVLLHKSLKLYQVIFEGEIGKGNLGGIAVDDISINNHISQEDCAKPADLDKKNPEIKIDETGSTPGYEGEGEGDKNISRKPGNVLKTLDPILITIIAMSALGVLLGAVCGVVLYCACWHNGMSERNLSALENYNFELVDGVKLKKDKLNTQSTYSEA
SKN-1 inh: suppressors of acrylamide-induced Pgst-4::GFP reporter in worms, primary screen, SKN-1 inhibitor project, whole organism, uHTS, GFP/RFP fluorescence ratio, strain VP596. C. elegans VP596 Pgst-4::GFP/RFP ratio, 24 h. inhibition, % at 21.8 µM. 360,000 compounds, 0.49% hits. AID 624304, 2012;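 active = interference check ratio from 0.5 to 1.5 plus GFP to RFP signal ratio inhibition reaching or exceeding a fixed threshold, cut at about 30% in these data, passing the limit was not always enough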; also: some compounds called inactive have numbers as strong as hits
eLon inh: inhibitors of E. coli Lon protease, primary screen, biochemical, fluorescence polarization | P0A9M0 | purified E. coli Lon protease | inhibition, % at 7.94 µM | 360,000 compounds, 0.42% hits; in the data active = inhibition above about 13%, passing the limit was not always enough;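 also: 0% = enzyme with probe and DMSO and 100% = no enzyme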
bovine MsrA act: bovine MsrA enzyme activators, primary screen, biochemical, absorbance, HTS; Methionine sulfoxide reductase A (Bos taurus); purified bovine MsrA, absorbance read-out; activation, % at 10.6 µM; 360,000 compounds, 0.3% hits; AID 602163, 2012; in the data active = activation above about 7.5%;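 also: 0% = vehicle and 100% = reference activator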
MsrA inh: bovine MsrA enzyme inhibitors, primary screen, biochemical, absorbance, HTS; Methionine sulfoxide reductase A (Bos taurus); purified bovine MsrA, absorbance read-out; inhibition, % at 15.5 µM; 360,000 compounds, 0.75% hits; AID 651718, 2012; in the data active = inhibition above about 4.5%;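 also: 0% = vehicle wells with enzyme and 100% = reference inhibitor wells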
MLLE-PAM2 inh: inhibitors of PABP1 MLLE–PAM2 peptide binding, primary screen, biochemical, fluorescence polarization, FITC-PAM2, GST-MLLE | AID 588489, 2011 | inhibition, % at 20 µM | 360,000 compounds, 0.36% hits; in the data active = inhibition above about 35%, passing the limit was not always enough;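 also: plate controls were DMSO wells with GST-MLLE for no effect and wells lacking GST-MLLE protein for full effect; some results filed as inactive read as strong as hits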
Numbers without * were called inactive; i = inactive.

#1 O=C(Cn1c(CO)nc2ccccc21)Nc1cc(C(F)(F)F)ccc1N1CCOCC1
#2 COc1cc(NC(=S)NC(=O)c2ccccc2F)ccc1NC(=O)c1cccs1
#3 O=C(CS(=O)(=O)c1ccc(Cl)cc1)N1CCN(c2ccccc2)CC1
#4 O=C(NC1CCCCNC1=O)c1ccc(Cl)cc1 (stereo unspecified)
#5 CC(C)OCCCNC(=O)CNC(=O)c1cccs1
#6 COC(=O)[C@@H]1C[C@@]2(O)[C@@H](O)[C@@H](O)[C@@H](O)C[C@H]2N1CC1CCCCC1

Compound	1	2	3	4	5	6
FAS TE block	6	15	-3	-2	-8	-14
MLLE-PAM2 inh	-2	11	-6	-7	0	8
bovine MsrA act	5	-5	-4	-4	-2	-1
TbMetRS inhib	14*	-0.3	-0.3	-0.6	-0.2	0.8
eLon inh	-5	-9	-3	3	-4	-22
SKN-1 inh	-10	-2	8	23	-5	8
MT1-MMP act inh	15	-4	-2	7	1	3
CendR NRP1 mod	-8	1	4	3	0	-9
MsrA inh	-0.9	0.8	-0.5	-0.5	0.4	-0.4

Of the compounds above, these have a thiophene ring, fused or not:
#2 COc1cc(NC(=S)NC(=O)c2ccccc2F)ccc1NC(=O)c1cccs1
#5 CC(C)OCCCNC(=O)CNC(=O)c1cccs1

Compound	2	5
FAS TE block	15	-8
MLLE-PAM2 inh	11	0
bovine MsrA act	-5	-2
TbMetRS inhib	-0.3	-0.2
eLon inh	-9	-4
SKN-1 inh	-2	-5
MT1-MMP act inh	-4	1
CendR NRP1 mod	1	0
MsrA inh	0.8	0.4

Next section
#7 Cc1ccc2c(C)c(C(=O)N3CCC(O)(c4ccccc4)CC3)oc2c1C
#8 CC(=O)c1c(C)n(-c2ccc(Cl)cc2)c2ccc(O)cc12
#9 CC(=O)c1cccc(NC(=O)CC2Oc3ccc(C)cc3NC2=O)c1 (stereo unspecified)
#10 CCC(C(=O)NC1CCCC1)N(C(=O)c1snc(C(N)=O)c1N)c1ccc(OC)cc1 (stereo unspecified)
#11 COc1cc(C=O)ccc1OCCOCCOc1ccccc1Cl
#12 O=C(/C(=C/c1ccc(Cl)cc1)c1nc2ccccc2[nH]1)c1ccccc1

Compound	7	8	9	10	11	12
FAS TE block	20	-4	3	-1	-1	9
MLLE-PAM2 inh	5	1	4	5	-11	-2
bovine MsrA act	-1	7.8*	-2	-4	-3	-3
TbMetRS inhib	0.0	-0.5	1.6	-0.7	-1.2	6.6*
eLon inh	4	5	3	-11	-6	-1
SKN-1 inh	1	-1	7	-1	-1	-3
MT1-MMP act inh	-1	-1	4	1	-2	-19
CendR NRP1 mod	9	3	0	12	-6	4
MsrA inh	0.4	-0.8	-1.0	-0.7	0.7	0.9

#13 O=C(NCC1CCCN1S(=O)(=O)c1cccs1)C(=O)Nc1ccc(F)cc1 (stereo unspecified)
#14 CCOC(=O)NN=C1c2ccccc2-c2ccccc21
#15 COc1cc(OC)c(-c2c3cc(O)c(=O)cc-3oc3cc(O)c(O)cc23)cc1OC
#16 Cc1csc(SCC(=O)NCCc2ccc(Cl)cc2Cl)n1
#17 Cc1nc(S(=O)(=O)c2ccc(Cl)cc2)c(N(C)C)o1
#18 Cc1cccc2c3c([nH]c12)CCN(C)C3

Compound	13	14	15	16	17	18
FAS TE block	4	0	-189	-8	-6	-3
MLLE-PAM2 inh	8	2	i	11	28	-1
bovine MsrA act	2	-3	-5	-5	-5	-2
TbMetRS inhib	-0.4	-0.9	-1.0	0.7	0.5	0.2
eLon inh	-15	6	20*	-14	0	-10
SKN-1 inh	11	8	67	-5	8	-12
MT1-MMP act inh	5	2	-23	4	0	1
CendR NRP1 mod	4	-7	135	-3	15	7
MsrA inh	1.0	2.5	1.9	-0.3	-0.2	-2.0

Quoted from the listing.
Value for no. 18 in FAS TE block: -3
Value for no. 16 in SKN-1 inh: -5
Value for no. 14 in eLon inh: 6
Value for no. 13 in FAS TE block: 4
Value for no. 17 in SKN-1 inh: 8
Value for no. 15 in TbMetRS inhib: -1.0

Next section.
#19 C=CCNc1ccc(F)c(F)c1N1CCCCCC1=O
#20 COc1ccc(OC)c(C(=O)CN2CCN(S(=O)(=O)c3ccc(Br)cc3)CC2)c1
#21 CCS(=O)(=O)NCCc1csc(-c2ccccc2)n1
#22 Cc1ccc(OCc2nnc(SCc3nc4ccccc4[nH]3)n2Cc2ccco2)cc1
#23 Cc1ccc(N2OC3C(=O)NC(=O)C3C2c2ccco2)cc1 (stereo unspecified)
#24 Cc1cc(SCC(=O)c2cc3ccccc3o2)nc2ccccc12

Compound	19	20	21	22	23	24
FAS TE block	-7	5	-13	6	-4	21
MLLE-PAM2 inh	-5	-3	-3	-112	5	-72
bovine MsrA act	-4	-5	-9	1	0	-1
TbMetRS inhib	0.8	-0.7	-1.4	35*	-0.3	1.0
eLon inh	2	-5	2	2	4	-154
SKN-1 inh	-4	-4	-35	6	5	24
MT1-MMP act inh	-6	-3	2	-11	-1	-42
CendR NRP1 mod	7	0	-10	-6	-10	-27
MsrA inh	-0.6	-0.6	1.2	0.1	0.8	1.0

#25 CCOc1ccc(S(=O)(=O)N(CC)CC)cc1NS(=O)(=O)c1ccc(F)c(F)c1F
#26 CC1C(=O)N(Cc2cn(CCC3OCCO3)nn2)CCS(=O)(=O)N1Cc1ccc(-c2cccc(N(C)C)c2)cc1 (stereo unspecified)
#27 COc1cc(-c2nnc(COc3ccc(Cl)cc3C)o2)cc(OC)c1OC
#28 CN(CC(=O)N1CCc2ccccc21)S(=O)(=O)c1cccs1
#29 O=C(O)Cc1ccc(NC(=O)c2cnccn2)cc1
#30 CCCCCCc1ccc(N2C[C@H](Cc3ccccc3)[C@@H](CC(=O)Nc3ccccc3)C2=O)cc1

Compound	25	26	27	28	29	30
FAS TE block	-5	39	23	-4	-5	0
MLLE-PAM2 inh	-9	0	-8	-10	-2	8
bovine MsrA act	-2	0	3	-4	-2	-12
TbMetRS inhib	-0.1	-1.1	0.3	-1.2	0.0	-0.1
eLon inh	-3	2	-2	9	-2	8
SKN-1 inh	-10	-7	-13	-2	6	9
MT1-MMP act inh	8	-3	1	0	5	6
CendR NRP1 mod	-5	-5	-8	-6	-5	6
MsrA inh	-0.4	-1.0	-0.1	-1.3	0.0	-0.1

Complete entries, looked up by structure.
Results for `CCOC(=O)NN=C1c2ccccc2-c2ccccc21` → FAS TE block = 0; MLLE-PAM2 inh = 2; bovine MsrA act = -3; TbMetRS inhib = -0.9; eLon inh = 6; SKN-1 inh = 8; MT1-MMP act inh = 2; CendR NRP1 mod = -7; MsrA inh = 2.5
Results for `Cc1nc(S(=O)(=O)c2ccc(Cl)cc2)c(N(C)C)o1` → FAS TE block = -6; MLLE-PAM2 inh = 28; bovine MsrA act = -5; TbMetRS inhib = 0.5; eLon inh = 0; SKN-1 inh = 8; MT1-MMP act inh = 0; CendR NRP1 mod = 15; MsrA inh = -0.2

More results follow:
#31 Cc1cc(SCC(=O)Nc2cccc(S(=O)(=O)N3CCOCC3)c2)nc2ccccc12
#32 Cc1c(CNC2CCC(C)CC2)c(C(=O)O)c(C)n1Cc1ccccc1 (stereo unspecified)
#33 OCCCn1c(C2CCCN2c2nc(-c3ccc(Cl)cc3)cs2)nc2cc(C(F)(F)F)ccc21 (stereo unspecified)
#34 Cc1cc(C)nc(N2CCCC(C(=O)NCC(c3ccccc3)c3ccccc3)C2)n1 (stereo unspecified)
#35 NC(=O)NC(CC(=O)N1CCc2ccccc2C1)c1ccc(Cl)cc1 (stereo unspecified)
#36 CCCCCC(=O)NNC(=O)c1c(O)c2ccccc2n(CC)c1=O

Compound	31	32	33	34	35	36
FAS TE block	21	-8	17	9	-2	1
MLLE-PAM2 inh	15	-7	-6	-17	10	11
bovine MsrA act	-4	-5	-1	6	1	-8
TbMetRS inhib	-0.1	-0.7	0.1	-1.3	0.0	-1.5
eLon inh	-7	-3	-1	-4	3	-7
SKN-1 inh	4	2	18	4	2	-3
MT1-MMP act inh	1	4	-4	8	0	2
CendR NRP1 mod	1	-7	4	11	-2	-6
MsrA inh	2.6	0.4	0.1	1.1	0.2	-0.9

#37 CC(C)c1c(C(=O)N/N=C/c2ccc3c(c2)OCO3)nnn1-c1nonc1N
#38 CCN(CC)S(=O)(=O)c1ccc(Cl)c(C(=O)NCCN2CCOCC2)c1
#39 CCN(C(=O)c1cc(Cl)ccc1OC)c1ccccc1
#40 Cc1ccc(-c2c(C(=O)O)c(C(=O)O)c3n2CSC3)cc1
#41 N#Cc1ccsc1NC(=O)C1=COCCO1
#42 O=c1c(Cl)c(NCC2CCCO2)cnn1C12CC3CC(CC(C3)C1)C2 (stereo unspecified)

Compound	37	38	39	40	41	42
FAS TE block	3	-7	-1	-7	-5	-4
MLLE-PAM2 inh	-9	-5	2	12	-11	-5
bovine MsrA act	-4	-4	-1	-4	1	-3
TbMetRS inhib	0.0	-0.3	-0.8	-0.2	-0.3	0.9
eLon inh	-1	2	-7	-7	-21	3
SKN-1 inh	16	8	-10	-5	3	-5
MT1-MMP act inh	5	0	2	-1	1	3
CendR NRP1 mod	7	-13	-8	2	-20	8
MsrA inh	-1.1	-0.4	0.3	-0.6	-0.6	1.8

#43 COc1ccc(CNC(=O)CN2C(=O)COc3ccc(S(=O)(=O)NC4CCCC4)cc32)cc1
#44 S=C(Nc1ccc2nsnc2c1)N1CCCCC1
#45 Cc1cc(=S)cc(C)n1CCCn1ccnc1
#46 Cn1nnnc1Sc1ncnc2scc(-c3ccc(Cl)cc3)c12
#47 O=C(CCSc1nnc(-c2ccc(O)cc2)o1)N1CCOCC1
#48 O=C1N=c2ccccc2=C1c1sc(=S)n(-c2ccc(O)cc2)c1O

Compound	43	44	45	46	47	48
FAS TE block	5	-4	-7	17	-7	-4
MLLE-PAM2 inh	1	-11	24	-18	-9	16
bovine MsrA act	-11	-7	1	-1	-1	0
TbMetRS inhib	-0.8	-1.0	-1.1	-0.2	0.7	0.2
eLon inh	13	17	-9	-5	1	-4
SKN-1 inh	2	14	-16	5	3	3
MT1-MMP act inh	-9	-4	3	-3	-1	14
CendR NRP1 mod	-6	7	0	3	-4	-1
MsrA inh	-0.7	-0.7	1.5	0.2	1.4	0.0

Source: PubChem BioAssay
